Screening data as filed in PubChem BioAssay.
aGlu spleen mod: inhibits or activates alpha-glucosidase in human spleen homogenate | P10253 | human spleen homogenate, 4-MU-alpha-glucoside fluorescence | Potency, µM (highest dose often 79.9 µM), for inactives: at the highest dose activity change, negative = inhibition, actives largely listed as inhibitors | 240,000 compounds, 0.006% hits;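 also: potency is read from the fitted curve at half-maximal effect; 0% = enzyme with vehicle and -100% = no enzyme basal signal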
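Enzyme source: human spleen homogenate, 1 ug/well. Buffer 50 mM citric acid/K phosphate pH 5.0, 0.01% Tween-20. 4-MU-alpha-glucoside 1 mM; 37 C x 40 min; NaOH/glycine stop; fluorescence.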
Lamin A splicing: LMNA splicing modulation | HeLa LMNA splicing GFP/RFP minigene ratio, 48 h | Potency, µM (highest dose often 46.1 µM), for inactives: top-dose ratio change, negative = inhibition, usual class: inhibitors | 200,000 compounds, 0.01% hits; active = well fitted inhibition curve with a large enough effect in the signal ratio, with a control signal flat, not every such curve was filed as active; inconclusive = small, poorly fitted or top-dose-only effect, or effect the other way, or a change in a side signal; the % refers to the signal ratio; also: potency is read from the fitted curve at half-maximal effect; % is scaled to controls: 0 for no effect and ±100 for the full control effect
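S3 HeLa cells stably expressing lamin A-EGFP splicing minigene plus DsRed2, 600 cells/well, 48 h compound exposure at 37C. Laser-scanning cytometry; analysed as GFP (500-530 nm)/RFP (575-640 nm) total intensity ratio; 0.5% DMSO vehicle.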
HTT aggregate: inhibitors of mutant huntingtin aggregate formation in PC12 cells; PC12 HttQ103-GFP aggregates, Acumen cytometry, 40 h; Potency, µM (highest dose often 46.1 µM), for inactives: at the top dose activity change, negative = inhibition, hits mostly inhibitors; 220,000 compounds, 1.1% hits; also: potency is read from the fitted curve at half-maximal effect; % is scaled to controls: 0 for no effect and ±100 for the full control effect; nearly all actives have a fitted effect of over 60% in size
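Aggregate formation scored by laser-scanning cytometer (488 excitation, 500–530 emission) in lysed PC12 cells expressing Q103-GFP after 100 nM tebufenozide induction; library tested in dose series, with ATPLite reagent added in the multiplex.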
GAA glycogen mod: alters human alpha-glucosidase cleavage of glycogen. P10253. Potency, µM (series often up to 76.4 µM), without a hit: at the highest dose activity change, negative = inhibition, actives largely listed as inhibitors. 300,000 compounds, 0.38% hits. recombinant GAA, glycogen substrate, Amplex Red glucose oxidase fluorescence;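 also: potency is read from the fitted curve at half-maximal effect; 0% = full enzyme reaction and -100% = no-enzyme basal signal; the screen sought inhibitors and activators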
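Recombinant enzyme (4 nM final) with compounds titrated up to 77 uM and bovine liver glycogen (30 ug) in citrate pH 5.0, 0.01% Tween-20, 37 C 40 min. Released glucose detected by Amplex Red/glucose oxidase (Ex 573/Em 610); AC50 from Hill fits.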
GAA inh: alpha-glucosidase (human) inhibition. P10253. purified human GAA, 4-MU-alpha-glucoside fluorescence. Potency, µM (series often up to 76.9 µM), for the others: top-dose activity change, negative = inhibition, actives largely listed as inhibitors. 200,000 compounds, 0.005% hits. AID 1466;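 also: potency is read from the fitted curve at half-maximal effect; plate controls were uninhibited enzyme wells for no effect and no-enzyme background for full effect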
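Human enzyme at 4 nM with 400 uM 4-methylumbelliferyl-alpha-D-pyranoside, citrate/phosphate buffer pH 5.0, 0.005% Tween-20, 20 min at room temperature. Compounds up to 77 uM. 4-MU fluorescence (Ex 365/Em 440) read after NaOH/glycine stop; AC50 from Hill fit.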
HTT ATP protect: cytoprotection in Huntington HTT-Q103 PC12 cell model | Potency, µM (series often up to 56.4 µM), without a hit: cytoprotection (ATP increase), actives largely listed as activators | PC12 HTT-Q103 induced, cytoprotection, ATP luminescence, 40 h | 230,000 compounds, 0.14% hits;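 also: potency is read from the fitted curve at half-maximal effect; % of control where 0% means no effect; nearly all actives have a fitted effect of over 45% in size; toxic huntingtin expression switched on by the ecdysone agonist tebufenozide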
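PC12 cells stably carrying ecdysone-inducible Htt exon 1 (Q103)–GFP were induced with 100 nM tebufenozide (final) alongside library compounds in a dose series. Cytoprotection was scored as retained ATP by ATPlite luminescence.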
CBFb RUNX1 block: inhibitors of human CBF-beta and RUNX1 interaction; Q01196+Q13951; AlphaScreen CBFb-His/RUNX1-biotin binding, biochemical; Potency, µM (series often up to 59.8 µM), without a hit: top-dose activity, negative = inhibition, actives largely listed as inhibitors; 230,000 tested, under 10 active; AID 1477; also: % of control where 0% means no effect
Target sequence (Q01196 whole entry, looked up): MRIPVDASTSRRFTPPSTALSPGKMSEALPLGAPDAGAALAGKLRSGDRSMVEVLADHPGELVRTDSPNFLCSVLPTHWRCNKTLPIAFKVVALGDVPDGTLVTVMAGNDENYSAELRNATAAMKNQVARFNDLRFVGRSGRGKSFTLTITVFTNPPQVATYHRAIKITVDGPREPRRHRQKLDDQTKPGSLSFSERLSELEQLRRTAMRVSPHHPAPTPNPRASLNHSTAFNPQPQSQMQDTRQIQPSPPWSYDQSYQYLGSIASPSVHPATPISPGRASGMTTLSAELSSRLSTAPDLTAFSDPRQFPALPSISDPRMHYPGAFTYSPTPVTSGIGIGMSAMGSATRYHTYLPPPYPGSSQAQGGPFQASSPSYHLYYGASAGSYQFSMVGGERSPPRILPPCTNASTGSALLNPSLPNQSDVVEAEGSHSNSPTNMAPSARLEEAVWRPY
Target sequence (Q13951 whole entry, looked up): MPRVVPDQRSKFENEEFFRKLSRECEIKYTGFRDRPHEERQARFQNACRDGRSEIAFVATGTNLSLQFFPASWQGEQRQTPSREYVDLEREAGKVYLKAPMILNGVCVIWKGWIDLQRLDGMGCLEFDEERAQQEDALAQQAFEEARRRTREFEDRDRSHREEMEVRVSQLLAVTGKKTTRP
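Proteins preincubated together for 20 min at RT before compound addition; 15 min later, nickel and streptavidin beads were added and left 90 min prior to AlphaScreen measurement.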
Active calls of the source: *; ? = inconclusive; / = no result given; [ ] = dose if it differs, or a comment. Unless noted, calls follow the shape of the dose curve; as a rule, active = well fitted curve in the direction sought with a large enough effect; inconclusive = small, poorly fitted or top-dose-only effect, or another doubt; inactive = no such curve, though single readings can be large; an effect the other way counts as inactive or inconclusive.

no.	mol	aGlu spleen mod	Lamin A splicing	HTT aggregate	GAA glycogen mod
1	CN(N)C(=S)NCc1ccccc1	1%	2%	22%	-12%
2	CC1(N2CCOCC2)CC2(O)C(=[N+]1[O-])CCc1nonc12 (stereo not drawn)	-6%	9%	17%	-6%
3	CCN(CC)CCCNC(=O)/C=C/C(=O)O	-14%	/	-2%[9.22 µM]	1%
4	COc1ccc(C2c3c(oc4ccc(C)cc4c3=O)C(=O)N2c2cc(C)ccn2)cc1OC (stereo not drawn)	1%	-17%	-3%	-12%
5	Clc1ccccc1-c1nc(-n2ccnc2)c2ccccc2n1	2%	?	/	/
6	CC(=O)Nc1ccc(NC(=O)C2CCCN(c3nnc(-n4cccc4)s3)C2)cc1 (stereo not drawn)	-6%	1%	/	4%
7	COc1cccc(Cn2c(=O)c(-c3cc(F)cc(F)c3)nc3cncnc32)c1	-4%	?	/	/
8	CCN(Cc1ccccc1)C(=O)COC(=O)c1cc(S(=O)(=O)Nc2c(C)n(C)n(-c3ccccc3)c2=O)ccc1C	0%	-4%[46 µM]	10%	-4%

no.	GAA inh	HTT ATP protect	CBFb RUNX1 block
1	-7%	-4%	1%
2	0%	-20%[0.074 µM]	0%
3	9%	10%[10 µM]	16%
4	10%	-4%[10 µM]	9%
5	/	?	/
6	1%	-9%	-10%
7	/	-75%[inhibitor]	/
8	4%	-28%	-9%

(continued)
no.	mol	aGlu spleen mod	Lamin A splicing	HTT aggregate	GAA glycogen mod
9	COc1nc(OC)nc(N2CCC(C(=O)NCC3CCCCC3)CC2)n1	1%	-9%	-17%	-1%
10	O=C(Nc1ccc2c(c1)OCCO2)C1CCCN(S(=O)(=O)c2cccnc2)C1 (stereo not drawn)	5%	-16%	-7%	-1%
11	O=C(CSc1ccc2nnc(-c3ccncc3)n2n1)Nc1ccccc1F	-5%	12%	-19%	-7%
12	O=C(CSc1nnc(-c2ccc(F)cc2)c2ccccc12)NCC1CCCO1 (stereo not drawn)	2%	?	32%	-12%
13	O=c1c2ccccc2nc(COc2ccccc2)n1/N=C/c1ccc(O)cc1O	10%	/	-8%[9.22 µM]	-2%
14	CC1=C(C(=O)N2CCCCC2)C(c2cccs2)C2=C(CCCC2=O)N1 (stereo not drawn)	0%	-11%	3%	?
15	CCOC(=O)c1c(-c2ccncc2)csc1N	4%	-2%	-13%	-3%
16	Cn1cccc1/C=N/NC(=O)CSc1nc2ccccc2n1C	-6%	/	17%[9.22 µM]	-4%

no.	GAA inh	HTT ATP protect	CBFb RUNX1 block
9	-6%	-7%	7%
10	-13%	31%[10 µM]	15%
11	-4%	-23%	-3%
12	-10%	-4%[10 µM]	-1%
13	/	32%[10 µM]	-21%
14	0%	-5%	8%
15	-3%	-1%	2%
16	/	17%[10 µM]	-7%

Following part
no.	mol	aGlu spleen mod	Lamin A splicing	HTT aggregate	GAA glycogen mod
17	CCC(=O)Nc1c2c(nn1-c1ccc(C)cc1C)CSC2	2%	-8%	-7%	0%
18	CCCSc1nsc(NC(=O)CC)n1	1%	21%[46 µM]	-17%[9.22 µM]	8%
19	CN(C)S(=O)(=O)c1cccc(-c2nnc(SCC(=O)NCCCCCC(=O)O)n2-c2ccc(F)cc2)c1	2%	/	12%	13%
20	O=C(O)c1cccc(-c2ccc(/C=N/Nc3nn[nH]n3)o2)c1	-8%	-10%[46 µM]	9%	1.8µM*
21	O=C(NCCOc1ccccc1)c1ncn[nH]1	-10%	7%	-21%	1%
22	COC(=O)[C@H](COC(C)(C)C)NC(=O)O[C@@H]1C(=O)c2cc(Br)ccc2O[C@H]1c1ccc2c(c1)OCO2	-9%	/	/	/
23	O=C(CSc1n[nH]c(-c2ccncc2)n1)c1cccc([N+](=O)[O-])c1	3%	22%[46 µM]	8%	-7%
24	Cn1c2ccccc2n2c(=O)c(=O)n(CC(=O)c3ccc(F)cc3)nc12	1%	-3%	5%	-2%

no.	GAA inh	HTT ATP protect	CBFb RUNX1 block
17	-8%	-9%	3%
18	14%	-46%[inhibitor][10 µM]	3%
19	7%	-1%[10 µM]	2%
20	-8%	-24%[10 µM]	2%
21	-5%	6%	-6%
22	/	20%	-4%
23	-1%	-32%	-6%
24	?	6%	7%

Three entries out of the list, arranged by heavy-atom count, highest first:
no.	mol	aGlu spleen mod	Lamin A splicing	HTT aggregate	GAA glycogen mod
19	CN(C)S(=O)(=O)c1cccc(-c2nnc(SCC(=O)NCCCCCC(=O)O)n2-c2ccc(F)cc2)c1	2%	/	12%	13%
20	O=C(O)c1cccc(-c2ccc(/C=N/Nc3nn[nH]n3)o2)c1	-8%	-10%[46 µM]	9%	1.8µM*
21	O=C(NCCOc1ccccc1)c1ncn[nH]1	-10%	7%	-21%	1%

no.	GAA inh	HTT ATP protect	CBFb RUNX1 block
19	7%	-1%[10 µM]	2%
20	-8%	-24%[10 µM]	2%
21	-5%	6%	-6%

(next part)
no.	mol	aGlu spleen mod	Lamin A splicing	HTT aggregate	GAA glycogen mod
25	CC(C)(CO)NCc1cc(Br)ccc1OCc1ccccc1	-2%	?	11%	-5%
26	CCN1CCN(C(=O)C2CCC(CNS(=O)(=O)c3ccccc3)CC2)CC1 (stereo not drawn)	2%	6%	21%	-15%
27	Cc1ccnc(SCc2cc(=O)c(OC(=O)c3ccc(S(=O)(=O)N4CCCC4)cc3)co2)n1	0%	-2%	17%	-15%
28	CC(C)CC1(C(=O)O)NC(c2ccccc2O)C2C(=O)N(C(C)C)C(=O)C21 (stereo not drawn)	-1%	5%	17%	26%
29	O=C(Nc1ccccc1)N(Cc1ccccc1)CC(O)C(F)(F)F (stereo not drawn)	-10%	13%	3%	-2%
30	C=C(C)Cn1c(SCC(=O)N/N=C/c2cccc(O)c2)nc2ccccc2c1=O	-4%	-7%	20%	-4%
31	O=C(Cn1nnc(-c2ccccc2F)n1)OCC(=O)c1ccccc1	3%	/	-15%	2%
32	Cc1cc(C)n(-c2nc3ccccc3nc2N2CCN(S(=O)(=O)c3ccc(F)c(C)c3)CC2)n1	-5%	-1%	-1%	5%

no.	GAA inh	HTT ATP protect	CBFb RUNX1 block
25	-2%	5%	-4%
26	-5%	-21%	1%
27	-8%	0%[10 µM]	0%
28	1%	-4%	0%
29	-18%	-13%	1%
30	-14%	14%[10 µM]	-16%
31	2%	4%	15%
32	-6%	-21%	5%

Following part.
no.	mol	aGlu spleen mod	Lamin A splicing	HTT aggregate	GAA glycogen mod
33	CN(C)S(=O)(=O)c1ccc(Cl)c(NC(=O)CSc2nc3c(cc2C#N)C(=O)CCC3)c1	-6%	?	?	-3%
34	CCCCN(C)C(=O)c1coc(=O)c2ccccc12	0%	-9%	13%	8%
35	Cc1cccc2c1nc(-c1ccccc1)n1cnnc21	-10%	10%	-4%	-2%
36	Cc1c(C(=O)c2ccc(Br)cc2)c(=O)n(C)c(=O)n1C	-2%	3%[46 µM]	23%	12%
37	COc1ccc(O)c(C(=O)c2cc(C#N)c(=O)n(Cc3ccccc3)c2)c1	1%	-17%[46 µM]	9%	-3%
38	CCCn1c(=O)n(N)c2ccccc21	-5%	-5%	-19%	4%
39	COc1ccc(-n2nnc3c(=O)n(CC(=O)NCC4CCCO4)cnc32)cc1 (stereo not drawn)	-5%	-5%	?	7%
40	c1c2c(cc3sc(N4CCCCC4)nc13)OCO2	-1%	?	-8%	-5%

no.	GAA inh	HTT ATP protect	CBFb RUNX1 block
33	-5%	28%[10 µM]	-5%
34	?	4%	2%
35	3%	-17%[10 µM]	4%
36	5%	-29%	4%
37	-3%	25%	0%
38	2%	/	9%
39	3%	-8%[0.074 µM]	8%
40	-4%	-69%[inhibitor]	-10%

Next part
no.	mol	aGlu spleen mod	Lamin A splicing	HTT aggregate	GAA glycogen mod
41	COc1ccc(C(=S)N2CCCCCC2)cc1	3%	-7%	-27%	2%
42	c1ccc(CNc2ncnc3c2ncn3C2CCCCO2)cc1 (stereo not drawn)	-3%	-5%	-7%	-2%
43	CSc1nnc(-c2cccs2)n1-c1ccccc1	-11%	3%	-11%	7%
44	COc1ccc(OC)c(NC(=O)c2cn(C)c(=O)c3cc(OC)c(OC)cc23)c1	7%	-18%	-2%	-1%
45	Cc1cccc(C)c1NC(=O)CN1N=NC2C(=O)N(c3cccc(Cl)c3)C(=O)C21 (stereo not drawn)	2%	-3%	3%	-3%
46	Cc1ccc(N=c2c([N+](=O)[O-])nn(-c3ccc4c(c3)OCCO4)n2O)cc1F	-2%	-30%[46 µM]	-2%	-5%
47	CCCC(=O)Nc1c(C(=O)OCC)oc2ccccc12	/	?	12%	-1%
48	Cc1c(OCC(=O)OC(C)C)ccc2c3c(c(=O)oc12)CCC3	1%	4%	-3%	-1%

no.	GAA inh	HTT ATP protect	CBFb RUNX1 block
41	2%	2%[10 µM]	-5%
42	-2%	-2%	-3%
43	-6%	8%	1%
44	-3%	-4%[10 µM]	1%
45	-2%	-14%[10 µM]	-9%
46	4%	-56%[inhibitor]	-26%
47	2%	-20%	10%
48	11%	-5%	8%

Some of the entries so far, field by field:
#22 COC(=O)[C@H](COC(C)(C)C)NC(=O)O[C@@H]1C(=O)c2cc(Br)ccc2O[C@H]1c1ccc2c(c1)OCO2
  aGlu spleen mod: -9%; Lamin A splicing: /; HTT aggregate: /; GAA glycogen mod: /; GAA inh: /; HTT ATP protect: 20%; CBFb RUNX1 block: -4%

#23 O=C(CSc1n[nH]c(-c2ccncc2)n1)c1cccc([N+](=O)[O-])c1
  aGlu spleen mod: 3%; Lamin A splicing: 22%[46 µM]; HTT aggregate: 8%; GAA glycogen mod: -7%; GAA inh: -1%; HTT ATP protect: -32%; CBFb RUNX1 block: -6%

Next results follow.
no.	mol	aGlu spleen mod	Lamin A splicing	HTT aggregate	GAA glycogen mod
49	CC(C)(C)Sc1ccccc1S(=O)(=O)C(C)(C)C	4%	/	3%[9.22 µM]	10%
50	O=C(Nc1cccn(Cc2c(Cl)cccc2Cl)c1=O)c1ccc(Cl)cc1	-13%	9%	-17%	5%
51	c1ccc2c(c1)CCC[C@@H]2C1=NCCN1	3%[29.1 µM]	-13%	-2%	/
52	CCNC(=S)NNC(=O)Nc1ccccc1	-8%	17%	-3%	-23%
53	Cc1cccc(C)c1NC1=C(Cl)C(=O)OC1OC(C)C (stereo not drawn)	7%	5%	12%	-4%

no.	GAA inh	HTT ATP protect	CBFb RUNX1 block
49	0%[15.4 µM]	9%[10 µM]	0%
50	7%	3%	3%
51	/	7%[40.3 µM]	7%[21.7 µM]
52	-1%	6%	3%
53	-3%	14%[10 µM]	2%
